yeast mec2-1: NCI yeast anticancer drug screen, S. cerevisiae mec2-1 strain; growth inhibition, % at 50 µM; 9% of 79,000 active; AID 157;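 further: 0% = growth of vehicle-only cultures of the same strain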
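Using mec2-1 yeast: add compound, measure growth, express inhibition versus vehicle-treated cultures.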
cln2 rad14: NCI yeast anticancer drug screen, S. cerevisiae cln2 rad14 strain; growth inhibition, % at 50 µM; AID 165; 8.3% of 78,000 active;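 further: 0% = growth of vehicle-only cultures of the same strain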
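Relative to vehicle controls, growth inhibition of compound-treated cln2 rad14 yeast was recorded.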
yeast mlh1 rad18: NCI yeast anticancer drug screen, S. cerevisiae mlh1 rad18 strain. % growth inhibition at 50 µM. 11% of 79,000 active. AID 175;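 further: 0% = growth of vehicle-only cultures of the same strain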
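Vehicle-treated cultures served as the reference for growth inhibition in a yeast strain carrying DNA damage repair alterations exposed to each compound.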
yeast sgs1 mgt1: NCI yeast anticancer drug screen, S. cerevisiae sgs1 mgt1 strain. 10% of 78,000 active. % growth inhibition at 50 µM. AID 161;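 further: 0% = growth of vehicle-only cultures of the same strain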
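Test agents were incubated with a DNA-repair-mutant yeast strain. Growth was then read and compared against vehicle-treated controls.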
yeast bub3: NCI yeast anticancer drug screen, S. cerevisiae bub3 mutant strain; growth inhibition, % at 50 µM; AID 167; 9.9% of 78,000 active;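 further: 0% = growth of vehicle-only cultures of the same strain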
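Steps: expose the mutant yeast strain to compound; grow alongside vehicle-treated cultures; measure growth; express inhibition against the vehicle cultures.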
rad50: NCI yeast anticancer drug screen, S. cerevisiae rad50 strain. growth inhibition, % at 50 µM. 10% of 79,000 active. AID 155;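 further: 0% = growth of vehicle-only cultures of the same strain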
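Cells are treated with compound, grown, and their growth is then scored against vehicle-only cultures of the same repair-deficient yeast strain.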
An asterisk follows results filed as active; & = joins results of further samples. No stated cut-off is given here; in the data, active means growth inhibition above about 70%; inactive means the rest.

Molecule | yeast bub3 | yeast sgs1 mgt1 | cln2 rad14 | yeast mec2-1 | rad50 | yeast mlh1 rad18
O=P(O)(O)OP(=O)(O)OCC1OC(n2cnc3c(=S)nc[nH]c32)C(O)C1O (centres undefined) | 4 | -5 | -9 | 4 | -3 | 3
Oc1ccc2cc(Br)ccc2c1 | 99* | 45 | 56 | 99* | 54 | 99*
CC1C=CC(C)c2c(-c3ccccc3)oc(-c3ccccc3)c21 (centres undefined) | 0 | -2 | -3 | 9 | 17 | 10
Cc1nc2ccccc2c(=O)n1NC(=S)Nc1ccc(Cl)cc1 | -18 | 4 | -24 | -31 | 4 | -15
CCCCCCC(C(=O)O)C(=O)O | 1 | 24 | 13 | -15 | -21 | -6
O=[N+]([O-])c1ccc(N/N=C2\CCCCCC2c2ccccc2)c([N+](=O)[O-])c1 (centres undefined) | 26 | 45 | -4 | 11 | 11 | 24
CCCCCCNC(=O)COc1ccc(Cl)cc1 | 36 | 33 | 29 | 51 | 28 | 20
COc1nc(C)nc2c1ncn2Cc1ccccc1 | 6 | -1 | 13 | 9 | 8 | 0
CSc1nc(COC(=O)NC(C)C)c(COC(=O)NC(C)C)n1-c1ccccc1 | -13 | -6 | 53 | 4 | -17 | 19
O=C(O)c1cnc2cccc([N+](=O)[O-])c2c1 | -22 | 0 | -50 | 11 | 2 | 11

Retrieved by structure from above (2):
Molecule | yeast bub3 | yeast sgs1 mgt1 | cln2 rad14 | yeast mec2-1 | rad50 | yeast mlh1 rad18
COc1nc(C)nc2c1ncn2Cc1ccccc1 | 6 | -1 | 13 | 9 | 8 | 0
Cc1nc2ccccc2c(=O)n1NC(=S)Nc1ccc(Cl)cc1 | -18 | 4 | -24 | -31 | 4 | -15

(list continues)
Molecule | yeast bub3 | yeast sgs1 mgt1 | cln2 rad14 | yeast mec2-1 | rad50 | yeast mlh1 rad18
O=C(O)CCCC(=O)O | -52 | -23 | -21 | -1 | -36 | 4
O/N=C1/COC(C(F)(F)F)(C(F)(F)F)C1 | -6 | -17 | -38 | -25 | -14 | -46
COc1ccc(C2C(C#N)=C(S)N(C3OC(COC(C)=O)C(OC(C)=O)C(OC(C)=O)C3OC(C)=O)C(C)=C2C(C)=O)cc1 (centres undefined) | 2 | 6 | -6 | -1 | -3 | -3
CCCC(C)(O)C#CC(C)(O)CCC (centres undefined) | 28 | 36 | -13 | 9 | 55 | 12
CC(=O)OCc1c(COC(C)=O)c(-c2ccc(Cl)c(Cl)c2)n2c1CCC2 | -21 | 3 | 17 | -17 | 15 | 13
CC(=O)c1oc2cc([N+](=O)[O-])c3ccccc3c2c1C | -5 | 26 | 12 | -9 | 15 | 40
CN(C)CCNC(=O)c1cccc2nc3cccc(F)c3nc12 | -36 | -24 | -6 | -12 | 49 | -20
Cn1cc([N+](=O)[O-])cc1C(=O)Nc1cc(C(=O)Nc2ccc(S(=O)(=O)O)c3cc(S(=O)(=O)O)ccc23)n(C)c1 | 20 | 14 | 17 | 21 | 2 | 12
COc1cc(C=C(c2ccc(N(C)C)cc2)c2ccc(N(C)C)cc2)c2ccccc2c1OC | -13 | 3 | 27 | 14 | 23 | -43
Cc1ccc(N=c2oc3c(ccc4ccccc43)nc2Nc2ccc(C)cc2)cc1 | -33 | -46 | -35 | -33 | -34 | -19
Cc1nc(N)c(N)c(=O)[nH]1 | -10 | -2 | -6 | -1 | -1 | -3
CC(=O)Nc1ccccc1-c1nc2cccnc2[nH]c1=O | -2 | 3 | -5 | 6 | -10 | -12
CC(C)C(C)C(O)C(O)C(C)C1CCC2C3COC(=O)C4CC(O)C(O)CC4(C)C3CCC12C (centres undefined) | -9&-4 | 8&-6 | 2&-4 | -12&-11 | 18&3 | 20&-78
CCO/C=C1N=C(/C=C/c2ccccc2Cl)OC/1=O | 37 | 50 | 20 | 45 | 65 | 72*
COc1ccc2c(C)cc(N/N=C/c3cccc(C)n3)nc2c1 | 22 | 97* | 19 | 31 | 75* | 29
O=Cc1ccc(OCc2cccc([N+](=O)[O-])c2)cc1 | 31 | 26 | -3 | 27 | 7 | 47
CCCCCCCC/C=C/CCCCCCCC(=O)OCCN1C(=O)c2ccccc2C1=O | -4 | 0 | -61 | -18 | 13 | 12
COc1ccc(C(c2cc3c(cc2O)OCO3)N2CCN(C(c3ccc(OC)cc3)c3cc4c(cc3O)OCO4)CC2)cc1 (centres undefined) | -2 | 5 | 15 | 0 | 17 | 20
CN1NC(c2ccccc2)=C(C#N)C(=O)CC1c1cccs1 (centres undefined) | 2 | 9 | -7 | 4 | 1 | 11
CCC(C)NC(=O)c1cccc2c1-c1ccccc1C2=O (centres undefined) | 25 | 0 | 1 | -5 | 0 | 14

For reference, part of the list above.
Molecule | yeast bub3 | yeast sgs1 mgt1 | cln2 rad14 | yeast mec2-1 | rad50 | yeast mlh1 rad18
COc1cc(C=C(c2ccc(N(C)C)cc2)c2ccc(N(C)C)cc2)c2ccccc2c1OC | -13 | 3 | 27 | 14 | 23 | -43
Cc1ccc(N=c2oc3c(ccc4ccccc43)nc2Nc2ccc(C)cc2)cc1 | -33 | -46 | -35 | -33 | -34 | -19

Following part.
Molecule | yeast bub3 | yeast sgs1 mgt1 | cln2 rad14 | yeast mec2-1 | rad50 | yeast mlh1 rad18
Cc1cn(C2CC(NC(=NCC3OC(n4cnc5c(N)ncnc54)CC3O)NC#N)C(CO)O2)c(=O)[nH]c1=O (centres undefined) | 2 | -2 | 7 | 14 | 9 | -45
CCN(CC)CCOC(=O)c1cccc2[nH]ccc12 | -7 | 5 | -2 | 3 | -2 | -7
CC(=O)OC12c3ccccc3C1CCCCCC21OCCCO1 (centres undefined) | -13 | -43 | -2 | -6 | -16 | -26
O=c1oc2ccccc2cc1CCBr | -9 | -6 | -3 | 11 | 16 | -8
CCN1/C(=C\c2cc[n+](CC)c3ccccc23)C=Cc2ccccc21 | 69 | 32 | -31 | 52 | 42 | 53
CC1(C)CC2(CC3(C1)SCCS3)SCCS2 | -6 | -9 | 5 | -5 | -11 | 1
NC(=O)c1ncnc2nc[nH]c12 | -20 | -9 | -29 | -43 | -14 | -11
C[C@H](N)[C@@H](O)/C=C/c1ccccc1 | -10 | 0 | -5 | -17 | 8 | -9
CC(=O)On1c(-c2ccccc2-c2nc3ccccc3n2OC(C)=O)nc2ccccc21 | -5 | 13 | 9 | 14 | 10 | 3
c1ccc(C/C(N=Nc2ccccc2)=N\Nc2ccccc2)cc1 | 16 | -7 | -1 | 13 | 1 | -17

Part of the list above, limited to yeast sgs1 mgt1, rad50 and yeast mlh1 rad18:
SMILES | yeast sgs1 mgt1 | rad50 | yeast mlh1 rad18
CCN1/C(=C\c2cc[n+](CC)c3ccccc23)C=Cc2ccccc21 | 32 | 42 | 53
CC1(C)CC2(CC3(C1)SCCS3)SCCS2 | -9 | -11 | 1
NC(=O)c1ncnc2nc[nH]c12 | -9 | -14 | -11
C[C@H](N)[C@@H](O)/C=C/c1ccccc1 | 0 | 8 | -9
CC(=O)On1c(-c2ccccc2-c2nc3ccccc3n2OC(C)=O)nc2ccccc21 | 13 | 10 | 3

(continued)
Molecule | yeast bub3 | yeast sgs1 mgt1 | cln2 rad14 | yeast mec2-1 | rad50 | yeast mlh1 rad18
CC(=O)c1cc2cc3c4c(c2oc1=O)CCCN4CCC3 | 11 | 4 | -16 | -2 | 4 | 6
COc1cc(Cc2cc3c(c(C(=O)O)c2Br)OCO3)cc(OC)c1OC | -6 | -24 | -14 | -3 | 32 | -63
O=C(Nc1ccccc1)OCCCCl | 7 | 31 | 64 | -13 | 9 | 12
CCOc1ccccc1C=Nc1cc(C(C)C)c(O)cc1C | 1 | 6 | -5 | -17 | -10 | -12
O=C(Nn1c(=S)[nH][nH]c1=S)c1ccccc1 | -14 | -2 | -12 | -4 | 17 | 21
O=C1OC(=O)c2sccc21 | -32 | 1 | -50 | -10 | -13 | -21
O=c1ccocc1OC1OC(CO)C(O)C(O)C1O (centres undefined) | -32 | -21 | -1 | -26 | -4 | -23
O=C1OC(C2OC(=O)C(=O)C2C2CCCCCCC2=O)C(C2CCCCCCC2=O)C1=O (centres undefined) | 39 | 29 | 33 | 9 | 46 | 26
Cc1cccc(C)c1NC(=O)C(Cl)(Cl)Sc1ccc(Cl)cc1Cl | -5 | 6 | 9 | -35 | 0 | -3
Nc1c2cc3c(cc2c[n+]2ccc4ccccc4c12)OCO3 | 44 | 33 | 20 | 44 | 39 | 54
COc1ccc(C(C)c2cc3c(cc2OC/C(C)=N/NC(N)=O)OCO3)cc1 (centres undefined) | 88* | 82* | 20 | 72* | 74* | 90*
CN1C(c2ccccc2)(c2ccccc2)c2ccccc2S1(=O)=O | 4 | -3 | 5 | -16 | 18 | -10
Oc1c(Cl)cc(Cl)cc1Cc1cc(Cl)cc(Cl)c1O | 99* | 99* | 99* | 99* | 99* | 99*
NNCc1cc(Cl)c2cccnc2c1O | 99* | 98* | 98* | 99* | 99* | 99*
C/C(=N/NC(N)=O)c1ccccc1Cl | -7 | -15 | -20 | 4 | -4 | 13
CC1(C)CNCC2(C)OCCCOC3(C)CNCC(C)(C)NC(=O)C(C)(CNCC(C)(C)NC3=O)OCCCOC(C)(CNCC(C)(C)NC2=O)C(=O)N1 | -3 | -24 | 16 | -21 | -23 | -22
CC1(C)[C@@H]2C[C@H]1c1cnc(-c3ccccn3)cc1C2[C@@H]1c2cc(-c3ccccn3)ncc2[C@@H]2C[C@H]1C2(C)C (some centres undefined) | 17 | 26 | -1 | 10 | 23 | 19
CC1=C(C(=O)Nc2ccccc2)C(c2ccc(C(C)C)cc2)C(C(=O)Nc2ccccc2)=C(C)N1 | 91* | 48 | 91* | 95* | 98* | 96*
[Br][Pt+2][Br].[NH-]c1ccc(F)cc1.[NH-]c1ccc(F)cc1 | -5 | 5 | -8 | 9 | 35 | 25
COc1ccc(C(C(C(=O)c2ccc(C(C)C)cc2)N2CCOCC2)N2CCOCC2)cc1 (centres undefined) | 6 | 22 | 29 | 0 | 3 | 20
Nc1ccc(Cl)cc1N=Cc1ccccc1[N+](=O)[O-] | 18 | 50 | -48 | 14 | 36 | 13
CCCCCCCCCCCCCC(=O)OCC(O)COC(=O)CCCCCCCCCCCCC | -2 | -5 | -18 | -12 | 2 | -9
CCCCCCCCCCCCOC(=O)C[N+]1(C)CCCCC1 | 100* | 39 | 98* | 100* | 43 | 100*
O=C(CSc1cc(Cl)c(Cl)cc1Cl)Nc1ccc(Cl)cc1Cl | 0 | -7 | -42 | 20 | -39 | 9
CC1(C)C(=O)N(c2ccccc2)C1c1ccccc1 (centres undefined) | 12 | -2 | -40 | -5 | -6 | -6
O=C1NCC1c1ccccc1 (centres undefined) | 19 | -9 | 5 | -5 | -12 | 3
CCN1C(=O)N(CC)C2(CC(=O)c3ccccc3O2)C1=O (centres undefined) | 20 | 20 | 7 | -3 | 15 | 20
CCCN(CCC)C(=S)N/N=C/c1ccccn1 | 93* | 92* | 94* | 93* | 90* | 90*
CC1=NC(C(C)C)C(=O)O1 (centres undefined) | 20 | 25 | 9 | 14 | 35 | 18
Cn1ncc2c(=O)[nH]c(NCCO)nc21 | 9 | 1 | -17 | 1 | 3 | 0
C=CCc1ccc2c(C)cc[n+](C)c2c1O | 99* | 99* | 99* | 99* | 100* | 99*
O=C(/C=C/c1c(O)c2ccccc2[nH]c1=O)CC(=O)C(=O)Nc1cccc(O)c1 | -3 | -14 | 12 | 7 | 11 | 10
O=C1C=CC2=Cc3ccccc3CN12 | 15 | 26 | 19 | 7 | 24 | 40
O=S(=O)(NNS(=O)(=O)c1ccc2ccccc2c1)c1ccc2ccccc2c1 | -12 | 49 | -10 | 11 | 42 | 13
Cc1noc(N)c1Sc1ccc(Br)cc1 | 99* | 99* | 98* | 99* | 99* | 99*
Cc1ccc(Cl)cc1NC(=O)Oc1cc(C)c(Cl)c(C)c1 | 26 | -4 | 7 | 8 | 1 | 4
C=CCCCCCCCC(O)C1C[C@H](O)C(CCCCC)O1 (some centres undefined) | -17 | 9 | 1 | -17 | -1 | -5
CCCCC(CC)C(O)CC(C)=O (centres undefined) | 14 | 25 | -9 | 17 | 39 | 21
CCCCC(C)(O)CC(C)(C)C (centres undefined) | 15 | 2 | 24 | 2 | -4 | 15
N#Cc1c(N2CCCC2)nsc1Nc1ccc(F)cc1 | 4 | 1 | -16 | 3 | 3 | -9
C/C=C\C(=O)OC | 30 | 1 | 22 | 15 | 6 | -2
CCOC(=O)CNC | 10 | -13 | -4 | -3 | 4 | -11
CCC/C(=C(\C)c1ccccc1)c1ccccc1 | -12 | 38 | 14 | 34 | 46 | 33
CCOC(=O)Cn1c2ccccc2c(=O)c2cc(C)c(C)c(C#N)c21 | 8 | -12 | 9 | -13 | 13 | 8
CN(C)CC1CCCCCC(Br)C1=O (centres undefined) | 7 | 84* | 92* | 70* | 64 | 91*

From PubChem BioAssay
